All columns: NCI-60 one-dose screen, growth in % after 48 h at 10 µM unless noted; 100 = growth as untreated, 0 = no growth, -100 = all killed.
NCI-H460 = NCI-H460 lung cancer | actives 6.8% (n = 82,000) | AID 1794736
HCT-15 = HCT-15 colon cancer; AID 1794746; actives 5.2% (n = 82,000)
HT29 = HT29 colon cancer; actives 7.4% (n = 81,000); AID 1794748
NCI-H522 = NCI-H522 lung cancer; actives 8% (n = 78,000)
NCI-H23 = NCI-H23 lung cancer; AID 1794731; actives 4% (n = 80,000)
COLO 205 = COLO 205 colon cancer; actives 7.3% (n = 79,000); AID 1794742
SW-620 = SW-620 colon cancer | AID 1794795 | actives 5.2% (n = 82,000)
NCI-H322M = NCI-H322M lung cancer; actives 2.7% (n = 80,000)
NCI-H226 = NCI-H226 lung cancer; actives 3.5% (n = 79,000)
Starred values were filed as active, the others as inactive; / = not tested or not shown; & = joins results of further samples. Rule for the calls: active = growth percent below 10; inactive = the rest.

Under each structure: NCI-H460 | HCT-15 | HT29 | NCI-H522 | NCI-H23 | COLO 205 | SW-620 | NCI-H322M | NCI-H226
(1) C=C(C)[C@@H]1CCC=C2CC[C@]3(C)[C@H](CC[C@@H]4[C@@]5(C)Cc6c([nH]c7ccccc67)C(C)(C)[C@@H]5CC[C@]43C)[C@H]21
 : 107 | 111 | 92 | 85 | 101 | 118 | 104 | 103 | 104
(2) Cc1cc(NC(=O)C2=C(O)c3ccccc3S(=O)(=O)N2C)no1
 : 108 | 102 | 109 | 110 | 103 | 114 | 106 | 104 | 103
(3) Nc1ncnc(N)c1NC(=O)c1ccccc1
 : 104 | 110 | 103 | 102 | 99 | 125 | 104 | 115 | 96
(4) Cc1nc(Nc2ccccn2)sc1C(=O)/C=C/c1ccc(Cl)cc1
 : 3.9* | 12 | 5.4* | -39* | 23 | -21* | 25 | 32 | /
(5) BrC1=C[C@H](c2ccccc2)[C@@H](C2CCCCC2)[C@@]12CCCO2
 : 103 | 100 | 108 | 93 | 96 | 109 | 101 | 99 | 100
(6) O=C1C=CC(=O)N1c1ccc(F)cc1
 : 111 | 110 | 105 | 90 | 104 | 94 | 106 | 106 | 102
(7) OCCC#CCCCOC1CCCCO1 (stereo unspecified)
 : 105 | 97 | 111 | 103 | 104 | 115 | 108 | 105 | 93
(8) COc1ccc2nc(Cl)c(-c3nnc(-c4ccccc4)o3)nc2c1
 : 108 | 105 | 110 | 102 | 93 | 114 | 100 | 106 | 108
(9) CC[C@H](c1ccc2cc(OC)ccc2c1)C(C)(C)C(=O)F
 : 103 | 94 | 115 | 69 | 93 | 106 | 99 | 95 | 95
(10) Cc1cnc(NC2CCC(=O)N2)s1 (stereo unspecified)
 : 113 | 105 | 108 | 98 | 100 | 101 | 103 | 100 | 111
(11) Cc1cc(-c2ccc(N=Nc3c(S(=O)(=O)O)cc4cc(S(=O)(=O)O)cc(N)c4c3O)c(C)c2)ccc1N=Nc1cc(S(=O)(=O)O)c2ccccc2c1O
 : 107 | 104 | 100 | 101 | 92 | 110 | 109 | 86 | 90
(12) CCOC(=O)c1ccc(-c2ccc(-c3cc(-c4cc(OC)c(OC)c(OC)c4)c(C#N)c(=O)[nH]3)c(C)n2)cc1
 : 39 | 76 | 110 | 81 | 62 | 95 | / | 56 | 48
(13) c1ccc(CCNc2nc(NCCc3ccccc3)c3ccccc3n2)cc1
 : 104 | 97 | 95 | 94 | 103 | 105 | / | 105 | 100
(14) COc1cccc(C(=O)NNC(=O)c2ccc3ccccc3c2)c1
 : 111 | 108 | 104 | 105 | 109 | 112 | 109 | 122 | 102
(15) C=C(C)Cc1cc(C)ccc1O
 : 114 | 104 | 106 | 96 | 100 | 108 | 110 | 94 | 109
(16) CC(C)[C@H](NC(=O)OC(C)(C)C)C(=O)OCc1cn(-c2ccnc3ccccc23)nn1
 : 114 | 95 | 108 | 95 | 97 | 120 | 113 | 97 | 94
(17) CN(C)c1ccc(/C=N\NC(=O)/C=C/C=C/c2ccc3c(c2)OCO3)cc1
 : 102 | 76 | 100 | 88 | 98 | 104 | 92 | 91 | 109
(18) COc1ccc(/C=C2\N=C(c3ccccc3)OC2=O)cc1
 : 108 | 101 | 93 | 78 | 109 | 97 | 108 | 97 | 95
(19) COc1ccc(C2=C(C#N)[C@@]3(C(=O)Nc4ccccc43)c3c(-c4ccccc4)nn(-c4ccccc4)c3N2)cc1
 : 82 | 77 | 77 | 94 | 99 | 92 | 96 | 96 | 93
(20) CN(C)c1ccc2cc(-c3ccc(Cl)c(Cl)c3)c(N)nc2c1
 : 28 | 32 | 2.6* | 22 | 15 | / | 30 | 55 | 42
(21) COc1cc2oc(-c3cccc(NC(=O)[C@@H](N)C(C)C)c3)cc(=O)c2c(OC)c1OC
 : 103 | 98 | 107 | 93 | 103 | 111 | 105 | 102 | 107
(22) COC(=O)c1[nH]c(=O)[nH]c(=O)c1[N+](=O)[O-]
 : 102 | 102 | 89 | 80 | 102 | 118 | 98 | 106 | 97
(23) O=C(CSc1nnc(-c2ccco2)o1)NNC(=O)c1ccc(Cl)cc1
 : 107 | 104 | 110 | 109 | 106 | 108 | 108 | 105 | 108
(24) C=C1C(=O)O[C@H]2[C@H]1CC/C(COC(=O)NCc1c[nH]c3ccc(F)cc13)=C\CC[C@@]1(C)O[C@@H]21
 : 28 | -64* | -50* | -75* | 48 | -59* | -72* | 81 | 4.1*
(25) NNC(=O)C(=O)N=Cc1ccc([N+](=O)[O-])o1
 : 114 | 97 | 95 | 75 | 102 | 121 | 108 | 109 | 108
(26) Cc1n[nH]c(=O)n(/N=C\c2c[nH]c3ccccc23)c1=O
 : 107 | 105 | 101 | 94 | 102 | 104 | 106 | 94 | 103
(27) c1ccc2sc(SN3CCOCC3)nc2c1
 : 98 | 98 | 101 | 78 | 74 | / | 105 | 95 | 90
(28) Cc1ccc(S(=O)(=O)n2cc(C(=O)C(=O)N3CCCCC3)c3ccccc32)cc1
 : 92 | 80 | 88 | 70 | 55 | 109 | 123 | 93 | 87
(29) C[C@H]1[C@H](C)CC[C@]2(C(=O)N3CCN(C)CC3)CC[C@]3(C)C(=CC[C@@H]4[C@@]5(C)C/C(=C/c6ccccn6)C(=O)C(C)(C)[C@@H]5CC[C@]43C)[C@H]12
 : 98 | 95 | 101 | 90 | 91 | 111 | 95 | 105 | 89
(30) CC1=C(C(=O)/C=C/c2ccc(Br)cc2)C(c2ccccc2)NC(=S)N1 (stereo unspecified)
 : 104 | 100 | 109 | 98 | 99 | 119 | 101 | 101 | 102

Single entries from the entries so far.
cpd 15 | COLO 205: 108
cpd 2 | HT29: 109
cpd 8 | NCI-H522: 102
cpd 10 | NCI-H460: 113

The results go on.
| cpd | Structure | NCI-H460 | HCT-15 | HT29 | NCI-H522 | NCI-H23 | COLO 205 | SW-620 | NCI-H322M | NCI-H226 |
| --- | --- | --- | --- | --- | --- | --- | --- | --- | --- | --- |
| 31 | O=c1c2ccccc2sc2c(N3CCC(O)CC3)nc3ccccc3c12 | 72 | 50 | 51 | 74 | 79 | 67 | 84 | 86 | 45 |
| 32 | CCCCCCCC(=O)SCC/C=C/[C@@H]1CC(=O)NCc2cccc(n2)CN(Cc2ccc(Cl)cc2)CC(=O)N[C@@H](C(C)C)C(=O)O1 | 12 | 21 | -2.2* | 30 | 19 | -40* | 17 | 8.8* | 16 |
| 33 | C/C(=N\NC(=O)CSCC(=O)N/N=C(\C)c1ccccc1)c1ccccc1 | 105 | 96 | 103 | / | 97 | 102 | 102 | 106 | 102 |
| 34 | CCN(CC)CCN1C(=O)c2cccc3cccc(c23)C1=O | 102 | 101 | 91 | 96 | 104 | 99 | 90 | 110 | 108 |
| 35 | Cc1ccc2nc(Cl)c(CNc3ccc(F)cc3)cc2c1 | 103 | 96 | 94 | 82 | 91 | 105 | 104 | 91 | 89 |
| 36 | COc1ccc(C(O)c2ncn(C)c2Cc2ccc(OCc3ccccc3)cc2)cc1 (stereo unspecified) | 100 | 86 | 91 | 73 | 94 | 122 | 118 | 112 | 74 |
| 37 | COc1ccc(Oc2nc(Nc3ccc(N4CCOCC4)cc3)ncc2NC(=O)Nc2cc(OC)cc(OC)c2)cc1 | -36* | 83 | -33* | 4.7* | 33 | -55* | 20 | 23 | 33 |
| 38 | CCOC(=O)c1ccc2c(c1)NCc1cccc(OC)c1O2 | 102 | 67 | 96 | 85 | 89 | 96 | 95 | 119 | 89 |
| 39 | CSc1nccc(C2=CNN=C(N)S2)n1 | 117 | 99 | 90 | 88 | 91 | 100 | 91 | 114 | 101 |
| 40 | C=CCn1c(SCC(=O)Nc2ccc(Cl)cc2)nnc1-c1ccc(Cl)cc1 | 105 | 58 | 102 | 88 | 91 | 96 | 87 | 97 | 97 |
| 41 | COc1cc(NCC(=O)Nc2cc(Nc3ccc(Cl)cc3)ncn2)c(Cl)c(OC)c1Cl | 95 | 95 | 82 | 68 | 84 | 91 | 97 | 84 | 96 |
| 42 | COc1ccc(-n2nnc(C(=O)O)c2-c2cc(OC)c(OC)c(OC)c2)cc1 | 106 | 101 | 97 | 84 | 103 | 104 | 104 | 108 | 104 |

Profiles as entered above.
CCN(CC)CCN1C(=O)c2cccc3cccc(c23)C1=O across the screens: NCI-H460 = 102; HCT-15 = 101; HT29 = 91; NCI-H522 = 96; NCI-H23 = 104; COLO 205 = 99; SW-620 = 90; NCI-H322M = 110; NCI-H226 = 108
Cc1ccc2nc(Cl)c(CNc3ccc(F)cc3)cc2c1 across the screens: NCI-H460 = 103; HCT-15 = 96; HT29 = 94; NCI-H522 = 82; NCI-H23 = 91; COLO 205 = 105; SW-620 = 104; NCI-H322M = 91; NCI-H226 = 89

Other structures follow.
| cpd | Structure | NCI-H460 | HCT-15 | HT29 | NCI-H522 | NCI-H23 | COLO 205 | SW-620 | NCI-H322M | NCI-H226 |
| --- | --- | --- | --- | --- | --- | --- | --- | --- | --- | --- |
| 43 | CC(=O)Nc1nc(-c2ccc(N3CCN(C)CC3)c(NS(=O)(=O)c3ccc(C(F)(F)F)cc3)c2)cs1 | 31 | -68* | -19* | 11 | 56 | 36 | -42* | 88 | 40 |
| 44 | CCCCCCC[n+]1ccc(CCS(=O)(=O)c2ccc(NC(C)=O)cc2)cc1 | 108 | 103 | 86 | 75 | 101 | 106 | 111 | 94 | 102 |
| 45 | COC(=O)c1cccc2c1C(=O)c1cc([N+](=O)[O-])ccc1-2 | 106 | 89 | 99 | 92 | 92 | 106 | 102 | / | 77 |
| 46 | O=C(Cn1c(=O)[nH]c2ccccc2c1=O)NCc1n[nH]c(=S)n1-c1ccccc1 | 101 | 99 | 104 | 92 | 101 | 117 | 103 | 99 | 97 |
| 47 | CCCCN(CCCC)CCC(=O)c1ccc(OC)c2ccccc12 | 109 | 100 | 98 | 91 | 111 | 60 | 62 | 104 | 96 |
| 48 | CC(=O)Oc1ccc(OC(C)=O)c2c1C1C=CC2CC1 | 110 | 111 | 112 | 95 | 93 | 108 | 111 | / | 100 |
| 49 | COc1ccc(-c2cc(-c3cccnc3)nc3sc(C(=O)c4ccc(Cl)cc4)c(N)c23)cc1OC | 100 | 82 | 102 | 92 | 88 | 96 | 102 | 80 | 89 |
| 50 | NCCCNc1nc2ccccc2c2c(=O)c3cc(F)ccc3sc12 | -75* | -49* | -51* | -43* | 70 | / | -84* | 42 | / |
| 51 | N#C/C(=C\c1ccc(-c2ccc(F)cc2)o1)c1ccccc1 | 98 | 80 | 97 | 81 | 83 | 105 | 94 | 90 | 77 |
| 52 | Cn1cc(-c2csc(-c3c[nH]c4ccc(Br)cc34)n2)c2ccnc(Cl)c21 | 10.0* | -0.8* | 21 | 56 | 62 | 42 | 8.3* | 67 | 59 |
| 53 | OC1COC(c2ccccc2)OC1C1OC(c2ccccc2)OCC1O (stereo unspecified) | 108 | 102 | 90 | 85 | 106 | 113 | 101 | 98 | 102 |
| 54 | CCN(CC)CCOC(=O)C(Cc1cccc2ccccc12)CC1CCCO1 (stereo unspecified) | 111&108 | 111&101 | 91&90 | 88&80 | 135&94 | 90&113 | 103&101 | 89&128 | 109&97 |
| 55 | Cc1ccc(S(=O)c2ccc(C)cc2)cc1 | 103 | 106 | 106 | 100 | 108 | 113 | 102 | 96 | 112 |
| 56 | OCCn1cccn1 | 102 | 99 | 104 | 101 | 93 | 125 | 101 | / | 100 |
| 57 | CCOC(=O)c1c(C)nn(CC(O)c2ccccc2)c1NC(=O)Nc1cccc(C(F)(F)F)c1 (stereo unspecified) | 78 | 63 | 80 | 57 | 82 | 90 | 74 | 78 | 78 |
| 58 | Nc1ccccc1C1=NC(c2ccccc2)(c2ccccc2)c2ccccc2N1 | 92 | 92 | 91 | 89 | 93 | 107 | 83 | 88 | 95 |
| 59 | CNC(=O)c1cc(-c2ccc(NC(=O)Nc3ccc(OC)cc3)cc2)nc2cccnc12 | 107 | 97 | 99 | 92 | 111 | 125 | 106 | 98 | 87 |
| 60 | CC(=O)N1N=C(c2ccccc2)CC1c1cn(Cc2ccc(Cl)cc2)c2ccccc12 (stereo unspecified) | 88 | 88 | 86 | 74 | 91 | 97 | 83 | 89 | 76 |
| 61 | CC(=O)OC(C)C(=O)OC(C)C(=O)OCCOCCCl (stereo unspecified) | 110 | 100 | 104 | 105 | 96 | 131 | 107 | 100 | 96 |
| 62 | CCOC(=O)c1ccccc1-c1c2ccc(=[N+](C)C)cc-2oc2cc(N(C)C)ccc12 | 3.9* | 70 | -0.2* | 14 | 93 | -47* | 15 | 13 | 20 |
| 63 | O=C(O)/C=C/C(=O)Nc1cc(Cl)ccc1Cl | 108 | 101 | 104 | 89 | 96 | / | 105 | 96 | 93 |
| 64 | Cc1cccc(Nc2ncnc3oc(C)c(C(=O)NCCO)c23)c1 | 102 | 94 | 100 | 92 | 93 | 99 | 96 | 95 | 93 |
| 65 | OCCN1CCN(CCCN2c3ccccc3CCc3ccccc32)CC1 | 104 | 101 | 86 | 96 | 96 | 106 | 105 | 91 | / |
| 66 | Nc1ccc(-c2ccc(N)c(Br)c2)cc1Br | 44 | 29 | 32 | 57 | 54 | 83 | 47 | 77 | 57 |
| 67 | Clc1ccc(C2=C3CCCCC3=NC3=CC=CCN32)cc1 | 106 | 105 | 88 | 84 | 94 | 97 | 104 | 95 | 95 |
| 68 | COc1cc(C2CC(c3ccc(Nc4ccnc5cc(Cl)ccc45)cc3)=NN2c2ccc(Cl)cc2)cc(OC)c1OC (stereo unspecified) | 43 | 45 | 33 | 9.3* | 74 | 76 | 39 | 76 | 83 |
| 69 | CN(C)CCC1(c2ccccc2)C=Cc2ccccc21 (stereo unspecified) | 107 | 108 | 103 | 95 | 97 | 121 | 113 | 112 | 92 |

Compound activity (PubChem BioAssay)
